# Screening data from PubChem BioAssay.
# Vif-A3G inh – blocks the Vif interaction with human APOBEC3G; Q9HC16; HeLa A3G-eYFP + Vif (tagged APOBEC3G with the HIV-1 protein that degrades it), YFP fluorescence, overnight; Potency, µM (top dose mostly 46.1 µM), for the others: at the top dose activity, negative = active, actives largely listed as inhibitors; 410,000 compounds, 0.076% hits; AID 602310;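 also: potency is read from the fitted curve at half-maximal effect; % is scaled to controls: 0 for no effect and ±100 for the full control effect; nearly all actives have a fitted effect of over 60% in size; hits raise eYFP signal because A3G escapes Vif-driven loss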
#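 Read-out is eYFP fluorescence (Ex 488/Em 500-530) from Vif-expressing HeLa A3G-eYFP cells; more signal means A3G escaped Vif-mediated degradation. Cells plated overnight, compound pinned in, incubated overnight at 37 deg C.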
# Vif-APOBEC3F blk – inhibitors of Vif-A3F interaction; Potency, µM (titrated, usually from 46.1 µM), for inactives: at the highest dose activity, negative = active; HeLa A3F-eYFP + Vif (tagged APOBEC3F with the HIV-1 protein that degrades it), YFP fluorescence increase; 390,000 compounds, 0.2% hits; also: potency is read from the fitted curve at half-maximal effect; % of control where 0% means no effect; nearly all actives have a fitted effect of over 65% in size
#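 Fluorescence increase (Ex 488/Em 500-530) after overnight compound treatment at 37 deg C flags inhibition of Vif-driven A3F-eYFP loss in stable HeLa A3F-eYFP/Vif cells seeded overnight beforehand.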
# RXFP1 agonist – RXFP1 (human) receptor agonism. Q9HBX9. HEK293T-RXFP1 cAMP TR-FRET, 30 min; response scale: percent of porcine relaxin response, buffer zero. Potency, µM (top dose mostly 57.5 µM), without a hit: at the highest dose activation, usual class: activators. 370,000 compounds, 0.3% hits; also: potency is read from the fitted curve at half-maximal effect; % is scaled to controls: 0 for no effect and ±100 for the full control effect; nearly all actives have a fitted effect of over 60% in size; many of its hits are not listed in these tables
#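 Agonist response is measured as cAMP accumulation in an RXFP1-transfected HEK293T line under PDE4 inhibition. Values are scaled between buffer-only and 29 nM porcine relaxin, and EC50s come from standard Hill equation fits.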
# Glioma ERSR ind – inducers of ER stress response in human glioma cells. U87-MG GRP78 promoter luciferase reporter, 16 h. Potency, µM, without a hit: top-dose activation, most hits filed as activators. 420,000 compounds, 0.02% hits; also: potency is read from the fitted curve at half-maximal effect; series mostly up to about 76 µM; % of control where 0% means no effect; nearly all actives have a fitted effect of over 35% in size
#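 ERSR induction read as luciferase luminescence (Bright-Glo, 10 min at room temperature) in stably transfected human U87-MG glioma cells exposed to compounds for 16 h, using GRP78 as sensor.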
# LDHA inh – blocks human lactate dehydrogenase A | AID 1347041 | 480,000 compounds, 0.15% hits | activity change, % (values are at about 110 or 230 µM) | purified LDHA, NADH/diaphorase-resazurin fluorescence; active compounds read low | P00338; in the data active = activity change below about -30%; inconclusive = mostly about -25% to -30%;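 also: plate controls were DMSO wells for no effect and wells without enzyme for full effect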
#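 Resorufin fluorescence (ex540/em590), read at 0 and 20 min after diaphorase/resazurin addition, reports the NADH left after a 5 min room-temperature reaction of 2 nM human LDH5 with 0.06 mM NADH and 0.2 mM pyruvate.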
# TrxR1 substrate – rat thioredoxin reductase 1 substrate activity; Potency, µM (highest dose often 114 µM), for the others: at the highest dose activity change, negative = substrate turnover; purified TrxR1 substrate turnover, NADPH consumption readout; 390,000 compounds, 0.01% hits; O89049; AID 588456; also: potency is read from the fitted curve at half-maximal effect; % is scaled to controls: 0 for no effect and ±100 for the full control effect; nearly all actives have a fitted effect of over 50% in size
# Target sequence (O89049 whole entry, looked up): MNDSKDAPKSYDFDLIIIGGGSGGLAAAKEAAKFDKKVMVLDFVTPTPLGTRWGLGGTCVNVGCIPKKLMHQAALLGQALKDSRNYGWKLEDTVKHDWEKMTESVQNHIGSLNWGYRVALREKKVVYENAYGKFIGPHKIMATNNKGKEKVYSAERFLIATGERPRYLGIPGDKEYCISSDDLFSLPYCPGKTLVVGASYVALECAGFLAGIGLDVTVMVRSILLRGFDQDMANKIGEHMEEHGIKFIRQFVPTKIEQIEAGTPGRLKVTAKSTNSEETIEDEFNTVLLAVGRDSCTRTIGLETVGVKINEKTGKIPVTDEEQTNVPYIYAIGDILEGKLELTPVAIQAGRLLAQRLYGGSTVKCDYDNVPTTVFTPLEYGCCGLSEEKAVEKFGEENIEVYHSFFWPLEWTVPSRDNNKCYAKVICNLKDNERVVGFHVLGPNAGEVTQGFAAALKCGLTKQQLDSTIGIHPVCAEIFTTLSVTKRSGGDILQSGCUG
#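 Rat TrxR1, dispensed at 90 nM, was prereduced with 400 uM NADPH (final) for 5 min at ~22 deg C, then incubated with compound 15 min before 400 uM selenite. A first-read NADPH fluorescence drop versus no-compound background flagged substrates.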
# USP1 inh – inhibitors of human USP1/UAF1 deubiquitinase; AID 743255; Potency, µM (series often up to 57.1 µM), for the others: at the top dose activity change, negative = inhibition, hits mostly inhibitors; recombinant USP1/UAF1, Ub-Rhodamine cleavage fluorescence; 390,000 compounds, 0.23% hits; also: potency is read from the fitted curve at half-maximal effect; % is scaled to controls: 0 for no effect and ±100 for the full control effect; nearly all actives have a fitted effect of over 60% in size; inactives centre near -12
#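 High-throughput fluorogenic screen: 1nM USP1/UAF1 complex, Ub-Rho substrate 150nM final, 50mM HEPES pH 7.8 with 0.5mM EDTA, 0.1 mg/ml BSA, 1mM TCEP and 0.01% Tween-20.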
# PI4K2A block – inhibitors of human PI4K2A. Q9BTU6. purified PI4K2A, ADP-Glo luminescence, 1 h; active compounds read low. activity change, negative = inhibition, % at 76.9 µM. 420,000 compounds, 0.13% hits. AID 1346378; in the data active = activity change below about -50%; inconclusive = mostly about -30% to -49%;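 also: -100% = wells without enzyme as full effect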
#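 PI4K2A activity was measured by ADP-Glo luminescence: enzyme (4 ug/mL stock) and phosphatidylinositol (1.2 mM stock) in Tris pH 7.5/MgCl2/EGTA/Triton X-100 buffer were reacted with ATP (300 microM stock) for one hour at ambient temperature.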
# IDH1 R132H inh – human IDH1 R132H inhibition; IDH1-R132H enzyme, NADPH consumption, diaphorase/resazurin fluorescence; 390,000 compounds, 0.093% hits; O75874; Potency, µM (top dose mostly 76.6 µM), inactives show at the top dose activity change, negative = inhibition, hits mostly inhibitors; also: potency is read from the fitted curve at half-maximal effect; % is scaled to controls: 0 for no effect and ±100 for the full control effect; nearly all actives have a fitted effect of over 65% in size
# Target sequence (O75874 whole entry R132H, stated change not applied): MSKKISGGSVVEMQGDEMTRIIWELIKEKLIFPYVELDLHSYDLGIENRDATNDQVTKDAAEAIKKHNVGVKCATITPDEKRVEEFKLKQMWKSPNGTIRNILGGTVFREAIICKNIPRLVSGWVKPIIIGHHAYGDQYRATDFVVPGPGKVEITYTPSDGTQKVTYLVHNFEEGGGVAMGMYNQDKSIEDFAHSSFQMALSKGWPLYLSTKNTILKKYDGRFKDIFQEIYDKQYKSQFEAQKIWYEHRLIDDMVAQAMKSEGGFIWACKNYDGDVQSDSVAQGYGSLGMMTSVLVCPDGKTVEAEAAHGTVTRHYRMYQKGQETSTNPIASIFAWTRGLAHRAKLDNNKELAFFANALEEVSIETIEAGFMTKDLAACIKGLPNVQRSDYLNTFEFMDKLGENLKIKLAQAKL
#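 IDH1-R132H (0.5 ug/mL dispensed) in pH 7.5 Tris buffer was preincubated 30 min with compound, then given a substrate mix of 0.016 mM NADPH and 2 mM alpha-KG for 80 min at room temperature; remaining NADPH was read by diaphorase/resazurin fluorescence.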
# The depositor's hits bear a star; ? = inconclusive; · = not tested or not shown; [ ] = dose if it differs, or a comment. Unless noted, calls follow the shape of the dose curve; as a rule, active = well fitted curve in the direction sought with a large enough effect; inconclusive = small, poorly fitted or top-dose-only effect, or another doubt; inactive = no such curve, though single readings can be large; an effect the other way counts as inactive or inconclusive.
entry | canonical_smiles | Vif-A3G inh | Vif-APOBEC3F blk | RXFP1 agonist | Glioma ERSR ind | LDHA inh
1 | O=C(Nc1cc(Sc2nc3ccccc3s2)cc([N+](=O)[O-])c1)c1cccc(F)c1F | 0.0% | 1.1% | 1.8% | -2.8% | 2.7
2 | COc1ccc(CCNC(=O)CC2SC(=NCCC(C)C)NC2=O)cc1OC (stereo not drawn) | 1.4% | 3.3% | 0.3% | -3.7% | -8.0
3 | CNC(=O)C(=O)NCC1OCCCN1S(=O)(=O)c1ccc2c(c1)OCCO2 (stereo not drawn) | -10.4% | -4.5% | 2.5% | -9.2% | -4.7
4 | Cc1nn(C)c2ncc(C(=O)c3ccccc3O)cc12 | 0.1% | 0.9% | 3.9% | -1.4% | -3.8
5 | C[C@H](NC(=O)c1[nH]cnc1C(=O)Nc1nccs1)c1ccccc1 | -0.1% | 1.0% | -0.1% | -3.4% | -5.2
6 | O=C(CSc1n[nH]c(=O)[nH]c1=O)N/N=C/c1ccccc1 | -1.9% | 5.6% | 0.1% | -1.1% | -8.6
7 | Cc1cccc(NC(=S)NCCN2CCOCC2)c1C | 2.3% | 0.0% | -0.5% | -1.8% | -6.1
8 | O=C(c1nnc(-c2ccccc2)o1)C1CC1 | -9.7% | -0.8% | 2.5% | 4.1% | -0.7
9 | CCN(CC)c1ccc(/C=N/NC(=S)NCc2ccccc2)cc1 | 0.2% | 0.1% | 4.1% | -4.4% | -1.2
10 | Cc1ccc(C(=O)N/C(=C\c2ccc(C(C)C)cc2)C(=O)NCCCN2CCOCC2)cc1 | 0.1% | 5.4% | 0.9% | -3.7% | -5.1
11 | CC1CCCC(NC(=O)CN(C)CC(=O)Nc2ccc(F)cc2)C1C (stereo not drawn) | -3.9% | 0.5% | 0.0% | -0.6% | -1.8
12 | Cc1ccc(S(=O)(=O)Nc2ccc(-n3cnnn3)cc2)cc1 | -0.4% | -4.6% | -1.8% | 1.3% | -1.6

entry | TrxR1 substrate | USP1 inh | PI4K2A block | IDH1 R132H inh
1 | -8.9% | 1.6% | 0.1 | 7.5%
2 | -3.1% | -14.3% | 1.9 | -5.9%
3 | 11.9% | -17.4% | -2.2 | -1.0%
4 | -4.4% | -8.3% | -0.2 | 4.1%
5 | -5.4% | -16.1% | -0.9 | -8.1%
6 | -3.2% | -16.4% | 6.0 | 5.7%
7 | -5.8% | 3.0% | -2.3 | 1.1%
8 | -1.5% | -21.0% | -0.8 | 0.0%
9 | 25.2% | -21.3% | -3.4 | -6.6%
10 | -11.6% | -3.9% | -1.1 | 4.7%
11 | -2.7% | -21.9% | 7.4 | 17.9%
12 | 3.6% | -9.5% | -6.8 | 9.7%

# Going on with the list.
entry | canonical_smiles | Vif-A3G inh | Vif-APOBEC3F blk | RXFP1 agonist | Glioma ERSR ind | LDHA inh
13 | C=CCN(CC=C)C(=S)NC(=O)/C=C/c1ccc(OC)cc1 | -1.2% | 6.1% | -0.2% | 1.4% | -5.6
14 | COCCn1c(C)cc(C(=O)COC(=O)c2ccc3c(c2)NC(=O)CS3)c1C | 0.5% | -17.6% | 2.1% | 0.2% | 3.6
15 | COc1ccc(NC(=O)CN2CCN(CC(=O)Nc3ccccc3Cl)CC2)c(OC)c1 | 1.4% | 0.2% | 0.7% | 2.0% | 3.3
16 | Cc1ccc(S(=O)(=O)N2CCN(C(=O)COC(=O)C3CCC3)CC2)cc1 | 0.5% | -10.5% | 2.0% | -1.8% | -2.5
17 | CC(=O)Nc1ccc2nsnc2c1 | 1.8% | -5.6% | 7.5% | -2.3% | -17.4
18 | COc1ccc(CCC(=O)OCC(=O)N(CC(C)C)c2c(N)n(Cc3ccccc3)c(=O)[nH]c2=O)cc1 | -4.6% | 4.0% | -0.3% | -5.0% | -8.7
19 | CC(C)NC(=O)c1cnn2c1NC(c1cccs1)CC2C(F)(F)F (stereo not drawn) | -0.4% | -23.8% | -0.5% | -2.1% | -11.6
20 | CC1CN(CCCCOc2ccc(C(C)C)cc2)CC(C)O1 (stereo not drawn) | -0.1% | -13.8% | 1.1% | -1.8% | -17.3
21 | CC(O)CNC(=O)Cc1cc(=O)[nH]c(=O)[nH]1 (stereo not drawn) | 3.1% | 7.3% | 3.1% | -4.8% | 1.3
22 | CC1(C(=O)Nc2cccc(Oc3ccccc3)c2)CCN1Cc1cccc2c1OCO2 (stereo not drawn) | 0.4% | · | · | -2.8% | -4.7
23 | COc1ccc(OC)c(/C=C/C(=O)Nc2cccc(S(=O)(=O)NC3=NCCCCC3)c2)c1 | -1.5% | -7.4% | 8.6% | 0.0% | -0.6
24 | Cc1occc1C(=O)N/N=C/c1ccc(Cl)c([N+](=O)[O-])c1 | ? | -5.4% | 0.8% | 7.9% | -0.1

entry | TrxR1 substrate | USP1 inh | PI4K2A block | IDH1 R132H inh
13 | -5.7% | -16.3% | 0.5 | -1.4%
14 | -2.1%[57.1 µM] | -17.3% | 0.3 | -0.2%
15 | 4.1%[57.1 µM] | -10.7% | -3.6 | 3.3%
16 | -6.6%[57.1 µM] | -7.1% | 1.3 | 1.2%
17 | 25.1% | -23.9% | -3.0 | 4.5%
18 | -8.6% | -12.1% | 1.0 | 15.1%
19 | 1.6%[57.1 µM] | -5.0% | -5.7 | 7.0%
20 | -0.3% | -8.3% | -2.2 | 7.3%
21 | 11.1% | -12.0% | 4.5 | -0.1%
22 | · | · | -1.4 | ·
23 | 124.5%[activator] | -21.9% | -0.2 | -7.6%
24 | -7.4% | 1.0% | -2.8 | 8.8%

# More compounds.
entry | canonical_smiles | Vif-A3G inh | Vif-APOBEC3F blk | RXFP1 agonist | Glioma ERSR ind | LDHA inh
25 | COc1ccc(N(C)C(=O)c2oc(=O)c3ccccc3c2-c2ccccc2)c(OC)c1 | -3.2% | 10.3% | -1.1% | -3.6% | -0.7
26 | COc1ccccc1-n1cc(C(=O)NCC(=O)N2CCN(c3ccccn3)CC2)c2ccccc2c1=O | -5.6% | 0.1% | -1.4% | -3.2% | -11.4
27 | COc1cc(/C=C2\C(=N)N3N=C(C(C)C)SC3=NC2=O)ccc1OCCOc1ccc(NC(C)=O)cc1 | -0.1% | 13.8% | 7.5% | -0.2% | 5.9
28 | CN1C(=O)[C@H]2[C@@H](/C=C/c3ccccc3)N3C(=O)CN(Cc4ccccn4)C(=O)[C@@]3(Cc3ccccc3)[C@H]2C1=O | -0.2% | 3.3% | · | 3.0% | -11.0
29 | Nc1nc(CSc2nnnn2-c2ccc(Cl)cc2)nc(N2CCOCC2)n1 | 1.2% | -3.6% | 9.3% | 0.5% | -4.7
30 | CCOC(=O)C1CCCN(C(=O)/C(=C/c2ccco2)NC(=O)c2ccccc2)C1 (stereo not drawn) | -0.1% | -17.1% | 1.8% | -1.1% | 11.7
31 | COCCCNC(=O)C[C@H]1C[C@H](C(=O)N(C(C)C)C(C)C)[C@@]2(C)c3[nH]c4cc(-c5ccco5)ccc4c3CCN2C1=O | -11.0% | -6.9% | · | -2.3% | -1.4
32 | CC(C)(CO)NS(=O)(=O)c1ccc2c(c1)C(=NO)c1cc(S(=O)(=O)NC(C)(C)CO)ccc1-2 | 2.5% | -0.7% | -0.9% | -1.6% | -1.1
33 | CC(C)CN(C(=O)COC(=O)/C=C/c1cccs1)c1c(N)n(Cc2ccccc2)c(=O)[nH]c1=O | -9.7% | -13.7% | 0.0% | -4.0% | -4.8
34 | CC(=O)NC(CC(=O)O)c1ccc([N+](=O)[O-])cc1 (stereo not drawn) | -2.9% | 0.7% | 1.3% | -3.3% | -7.2
35 | O=C(COC(=O)Cc1n[nH]c(=O)c2ccccc12)Nc1c(Cl)cccc1C(F)(F)F | -0.8% | ? | 0.3% | -4.9% | -4.2
36 | CC(=O)c1c(N2CCN(c3ccccc3)CC2)nc(=S)n(-c2ccccc2)c1C | 2.6% | -1.5% | 0.9% | -0.7% | -1.1

entry | TrxR1 substrate | USP1 inh | PI4K2A block | IDH1 R132H inh
25 | -3.8% | -23.9% | -0.9 | -0.1%
26 | 1.4% | -3.5% | 4.6 | -0.7%
27 | 5.4% | -19.3% | 1.6 | 0.9%
28 | -1.1% | -23.0% | -0.2 | -3.0%
29 | -10.2% | -0.6% | -16.2 | -3.8%
30 | 0.1% | -4.4% | 3.3 | -7.3%
31 | 49.4%[activator] | -21.8% | -9.5 | 4.7%[38.3 µM]
32 | 19.5% | -13.1% | -7.7 | -16.3%
33 | -13.2% | -7.4% | 1.9 | -1.9%
34 | 0.6% | -6.6% | -6.8 | 1.4%
35 | -9.9% | 6.4% | -8.9 | -5.3%
36 | 12.1%[57.1 µM] | -6.9% | -7.8 | 1.8%

# Molecules above containing two or more sulfur atoms, in the order listed:
entry | canonical_smiles | Vif-A3G inh | Vif-APOBEC3F blk | RXFP1 agonist | Glioma ERSR ind | LDHA inh
1 | O=C(Nc1cc(Sc2nc3ccccc3s2)cc([N+](=O)[O-])c1)c1cccc(F)c1F | 0.0% | 1.1% | 1.8% | -2.8% | 2.7
32 | CC(C)(CO)NS(=O)(=O)c1ccc2c(c1)C(=NO)c1cc(S(=O)(=O)NC(C)(C)CO)ccc1-2 | 2.5% | -0.7% | -0.9% | -1.6% | -1.1

entry | TrxR1 substrate | USP1 inh | PI4K2A block | IDH1 R132H inh
1 | -8.9% | 1.6% | 0.1 | 7.5%
32 | 19.5% | -13.1% | -7.7 | -16.3%

# This is a subset; rates above refer to the full screens.
